HDAC3 inhib = human HDAC3 inhibition | O15379 | recombinant HDAC3, fluorogenic peptide/trypsin coupled, fluorescence | inhibition, % at 8.3 µM | hit rate 0.15% among 320,000 | AID 2718; in the data active means inhibition above about 26%, passing the limit was not always enough
GSK3beta inhib = inhibitors of human GSK3beta kinase. GST-GSK3beta kinase, ADP-Glo luminescence, 60 min; active compounds read low. activity score (negative = inhibition), % at 10 µM. hit rate 0.038% among 300,000;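 active means more than half of replicate wells score below -50%, meaning over 50% inhibition versus plate controls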;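 further: 0% = median DMSO wells and -100% = median GW8510 positive control wells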
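Test system – GST-tagged human GSK3beta kinase, cell-free · Incubation – 60 min enzyme reaction, room temperature · Signal – ADP-Glo luminescence · Also added – peptide substrate and ATP at 25 µM · Controls – DMSO neutral wells and GW8510 at 20 µM as positive · Buffer or medium – Tris/MgCl2 kinase buffer · Measure – Luminescence-derived activity versus plate DMSO and GW8510 wells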
KCNK3 block = human KCNK3 channel inhibition, primary screen; O14649; CHO-KCNK3 thallium flux, FluxOR fluorescence; active compounds read low; B-score at 10 µM; hit rate 0.84% among 340,000; AID 602410;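 active means B-score under library mean minus 4 SD, starting fluorescence ratio at most library mean plus 5 SD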;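 further: more negative B-score means stronger inhibition of thallium flux through KCNK3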
Target sequence (O14649 whole entry, looked up): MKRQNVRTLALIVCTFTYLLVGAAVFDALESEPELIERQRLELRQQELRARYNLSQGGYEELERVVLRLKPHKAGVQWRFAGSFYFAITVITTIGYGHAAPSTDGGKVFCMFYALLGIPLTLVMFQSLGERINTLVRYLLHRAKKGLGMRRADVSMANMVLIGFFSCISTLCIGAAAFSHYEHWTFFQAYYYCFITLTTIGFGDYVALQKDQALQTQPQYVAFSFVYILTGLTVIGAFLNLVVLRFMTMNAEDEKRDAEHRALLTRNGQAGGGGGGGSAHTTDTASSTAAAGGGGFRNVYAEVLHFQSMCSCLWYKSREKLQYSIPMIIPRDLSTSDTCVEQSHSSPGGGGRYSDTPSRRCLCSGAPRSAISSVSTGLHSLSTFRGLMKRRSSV
KCNQ1 inh = blocks the human KCNQ1 potassium channel; CHO-K1 KCNQ1, FluxOR thallium flux fluorescence; active compounds read high; P51787; B-score at 10 µM; hit rate 1.3% among 310,000;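 active means compounds whose thallium flux B-score, printed positive for inhibition, exceeds three library SD while starting fluorescence stays within three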;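 further: channel opened by potassium depolarization with thallium stimulus after 20 min compound exposure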
Target sequence (P51787 whole entry, looked up): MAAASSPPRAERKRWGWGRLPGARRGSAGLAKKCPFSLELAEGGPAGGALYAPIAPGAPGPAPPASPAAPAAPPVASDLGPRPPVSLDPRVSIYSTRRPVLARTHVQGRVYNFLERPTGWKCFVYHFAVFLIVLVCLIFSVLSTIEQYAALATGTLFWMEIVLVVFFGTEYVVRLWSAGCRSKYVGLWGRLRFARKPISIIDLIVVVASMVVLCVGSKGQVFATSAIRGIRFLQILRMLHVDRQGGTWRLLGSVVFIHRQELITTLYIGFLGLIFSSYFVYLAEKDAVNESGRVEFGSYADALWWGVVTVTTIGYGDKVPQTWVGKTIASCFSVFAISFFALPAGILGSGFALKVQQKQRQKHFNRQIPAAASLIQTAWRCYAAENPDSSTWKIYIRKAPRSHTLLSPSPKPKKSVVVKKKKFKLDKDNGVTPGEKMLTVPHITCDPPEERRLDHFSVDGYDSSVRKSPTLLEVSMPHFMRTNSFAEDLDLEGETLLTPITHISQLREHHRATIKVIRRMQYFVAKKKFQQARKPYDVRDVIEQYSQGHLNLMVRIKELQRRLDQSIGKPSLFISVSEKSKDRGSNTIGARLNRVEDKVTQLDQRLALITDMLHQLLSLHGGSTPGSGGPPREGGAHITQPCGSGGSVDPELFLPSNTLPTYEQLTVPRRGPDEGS
PolyA inhibitor = blocks polyadenylation in yeast reporter cells. S. cerevisiae SKY197-pL101 polyadenylation reporter, beta-gal luminescence; efflux-impaired pdr1/pdr3 knockout yeast; score 100 = 6 SD above DMSO. calls only at 12 µM. hit rate 0.02% among 300,000;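 active means lowest replicate activity score at least 50, where 100 means six control SD above control mean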;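 further: yeast exposed to compound for 9 h at 30 °C; higher score means more reporter readthrough which indicates perturbed polyadenylation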
RGS4 act = RGS4 potentiation or activation; HEK293 M3R/inducible RGS4, carbachol calcium flux Fluo4; active compounds read low; B-score at 10 µM; hit rate 0.92% among 310,000;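 active means B-score of the integrated calcium signal more than 4 SD below the library mean, with starting fluorescence not abnormally high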;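 further: negative B-score means reduced calcium response which marks RGS4 activation or potentiation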
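Reagent: ECmax carbachol challenge; Test system: M3R-expressing HEK293 line, RGS4 induced by doxycycline; Schedule: overnight RGS4 induction, 30 min dye load 37 °C, 20 min compound RT; Detection: calcium dye Fluo4 fluorescence; Read-out: Agonist-evoked peak-minus-minimum fluorescence over baseline, integrated ratio, B score.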
KCNK9 inh = inhibitors of human KCNK9 two-pore domain potassium channel. AID 488922. Q9NPC2. HEK293 KCNK9, FluxOR thallium flux fluorescence; active compounds read low. hit rate 1.2% among 310,000. B-score at 10 µM;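 active means ratio B-score over 3 SD below the library mean, with starting fluorescence within 5 SD of its mean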;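 further: negative B-score means less thallium flux so channel inhibition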
GSK3A inh = inhibitors of human GSK-3 alpha kinase | P49840 | ADP-Glo luminescence, 60 min | hit rate 0.1% among 320,000 | inhibition, % at 10 µM;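 in the data active means inhibition above about 50%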;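 further: GST-tagged GSK-3 alpha with peptide substrate and 25 µM ATP; 0% = DMSO neutral wells and 100% = GW8510 positive control wells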
Dyrk1A ADPGlo = Dyrk1A (rat) kinase inhibition. Q63470. inhibition, % at 12.5 µM. ADP-Glo luminescence, NFATc1 peptide. hit rate 0.43% among 310,000; in the data active means inhibition above about 50%;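 further: plate controls were vehicle with enzyme for no effect and no enzyme for full effect; many of its hits are not listed in these tables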
KCNQ1 act = potentiates or activates the human KCNQ1 potassium channel | P51787 | CHO-K1 KCNQ1, thallium flux FluxOR fluorescence; active compounds read high | B-score at 10 µM | hit rate 0.35% among 310,000;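 active means fluorescence ratio B-score, a plate-corrected score, at least three library SD, with initial intensity B-score within 5 SD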
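Assay system: CHO-K1 cells stably expressing KCNQ1; Medium: assay buffer with matched DMSO; Also added: K+/Tl+ depolarizing stimulus; Dosing: single dose; Timing: dye 90 min, compound 20 min, room temperature; Measured by: kinetic FluxOR thallium fluorescence, 10-s 1-Hz baseline, 110-s post-stimulus read; Read-out: peak-minus-minimum fluorescence over initial fluorescence, negative-control normalized, B-scored.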
hERG rescue = compounds protecting human hERG from proarrhythmic drug block; Q12809; CHO-hERG, FluxOR thallium flux, dofetilide IC70 present; activation (rescue from dofetilide block), less the hit threshold, % at 10 µM; hit rate 0.51% among 310,000;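 active means activation above the mean of controls blocked by dofetilide plus 5 SD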;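 further: thallium influx through hERG after potassium depolarization seen as dye fluorescence rise; in these data hits start at about 4.7%; inactives centre near -7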
The depositor's hits bear a star; i = inactive; · = not tested or not shown. A portion of the library; rates above refer to the full screens.

canonical_smiles | HDAC3 inhib | GSK3beta inhib | KCNK3 block | KCNQ1 inh | PolyA inhibitor | RGS4 act | KCNK9 inh | GSK3A inh | Dyrk1A ADPGlo | KCNQ1 act | hERG rescue
Nc1ccc2[nH]ncc2c1 | -21 | 1 | i | i | i | i | i | 21 | 38 | i | -8
Cc1ccc(S(=O)(=O)N2CCN(C(C(=O)Nc3ccc(F)cc3)c3ccccc3)CC2)cc1 (stereo unspecified) | 8 | 1 | i | i | i | i | i | 1 | -3 | i | -6
Cc1ccn2c(=O)nc(SCC(=O)c3ccccc3)nc2c1 | 8 | 1 | i | i | i | i | i | -1 | -1 | i | -15
CCCCc1ccc(NC(=S)N2CCN(C)CC2)cc1 | 2 | -1 | i | i | i | i | i | -1 | · | i | -1
Cc1cccc(C(=O)OC(C)CN2C(C)CCCC2C)c1 (stereo unspecified) | 1 | 5 | i | i | i | i | i | -1 | -1 | i | -7
O=C(CCSc1nnc(-c2ccco2)o1)Nc1ccc(F)cc1 | 7 | -2 | i | i | i | i | i | -6 | -2 | i | -14
CCn1ncc(C2=NOC(C(=O)NCc3ccccc3)C2)c1C (stereo unspecified) | 3 | 4 | i | i | i | i | i | -8 | 18 | i | -9
C=CCSc1cc(C)nc2c(-c3ccccc3)cnn12 | 1 | 1 | i | i | i | i | i | 2 | -4 | i | -8
COc1ccc(OC)c(C2C(C#N)=C(N)Oc3c2c(C)nn3-c2ccc(C)cc2)c1 (stereo unspecified) | -6 | 1 | i | i | i | i | i | -3 | 0 | i | -10
Cc1[nH]ccc(=O)c1OCC(=O)O | -4 | 1 | i | i | i | i | i | -1 | 3 | i | -6
O=C(CCCO)N/N=C/c1cc(Br)ccc1O | -6 | 2 | i | i | i | i | i | 10 | 8 | i | -9
COc1ccccc1OCCn1cc(C#N)c2ccccc21 | 0 | -1 | i | i | i | i | i | 0 | -3 | i | -1
Cc1ccc(-n2cc(CNCC3CC(=O)N(C4CC4)C3)c(-c3cccc(C)c3)n2)cc1 (stereo unspecified) | -7 | -1 | i | i | i | i | i | -2 | -5 | i | -17
Cc1c(CN(C)C(=O)CSc2nc(-c3ccco3)cc(C(F)(F)F)n2)cnn1C | 0 | 0 | i | i | i | i | i | 0 | -2 | i | -9
CCCn1c(SCc2nc(N)nc(N3CCCCC3)n2)nc2c1c(=O)n(C)c(=O)n2C | -8 | 1 | i | i | i | i | i | 1 | · | i | -13
CCOc1ccc(S(=O)(=O)Nc2nc3cc(OC)ccc3s2)cc1 | 10 | 2 | i | i | · | i | i | 0 | -2 | i | -14
O=C(N/N=C/c1cccc(C(F)(F)F)c1)C1CCN(c2ncc(C(F)(F)F)cc2Cl)CC1 | -1 | -2 | i | i | i | i | i | -2 | 1 | i | -2
Cc1ccc(S(=O)(=O)C2C(=O)NC3(C)CC2c2ccccc2O3)cc1 (stereo unspecified) | 0 | 1 | i | i | i | i | i | -1 | -2 | i | -6
C=CCc1c(C)nc(C)nc1N/N=C/c1ccc(N(C)C)cc1 | 2 | 0 | i | i | i | i | i | -1 | -7 | i | -6
c1ccc(C2Nc3ccccc3C3OCCCC23)cc1 (stereo unspecified) | 8 | -3 | i | i | i | i | i | -1 | · | i | -5
O=C(CSc1nnc(-c2ccncc2)n1Cc1ccccc1)NCCc1ccccc1 | -2 | -2 | i | i | i | i | i | · | -4 | i | -6
Cc1cc(C)cc(N(CC(=O)Nc2ccc(C(F)(F)F)cc2)S(=O)(=O)c2c(C)[nH]c(=O)[nH]c2=O)c1 | · | 2 | i | i | i | i | i | · | -5 | i | -14
O=C(Nc1cccc2c1C(=O)NC2=O)c1ccc(N2C(=O)CCC2=O)cc1 | -15 | -4 | i | i | i | i | i | 2 | 5 | i | -9
CC(NC(=O)Nc1nnc(C(F)(F)F)s1)(C(F)(F)F)C(F)(F)F | 10 | 0 | i | 7* | i | i | i | · | -1 | i | -45
COc1cc(O)cc(O)c1C(=O)/C=C/c1ccccc1 | 17 | -1 | i | i | i | i | i | 2 | 9 | i | -10
CCCCn1c(N)c(N(CCOC)C(=O)COc2ccc(C(C)=O)cc2)c(=O)[nH]c1=O | 1 | -1 | i | i | i | i | i | -2 | -1 | i | -12
COc1ccc(Cc2nnc(NC(=O)C(C)C)s2)cc1 | -4 | 1 | i | i | i | i | i | -7 | -4 | i | -7
CCNC(=O)NC(=O)C(C)OC(=O)CCCc1nc2ccccc2s1 (stereo unspecified) | 5 | 4 | i | i | i | i | i | 2 | -2 | i | -13
CCOc1ccc(CCNC(=O)CS(=O)Cc2nc(-c3ccccc3C)oc2C)cc1OCC (stereo unspecified) | -3 | -3 | i | i | i | i | i | 0 | -1 | i | -5
O=C(CCN1CCOCC1)N1CCCC(Nc2ccc(F)cc2)C1 (stereo unspecified) | 0 | 5 | i | i | i | i | i | -1 | 3 | i | -1
CO/N=C/c1ccc(N2CCN(C(=O)c3ccc(Cl)cc3Cl)CC2)c([N+](=O)[O-])c1 | -8 | -2 | i | 7* | i | i | i | -3 | 3 | i | -20
CCc1cc(=O)oc2cc(C)cc(OCC(=O)C(C)(C)C)c12 | -13 | -2 | i | i | i | i | i | 15 | 13 | i | -5
CC(=O)N(CCCCN1C(=O)c2ccccc2C1=O)c1ccc(C)cc1 | 13 | · | i | i | i | i | i | -3 | 1 | i | -13
Cc1oc2cc3oc(=O)c(CCC(=O)NCc4ccccn4)c(C)c3cc2c1C | -1 | 0 | i | i | i | i | i | -3 | 2 | i | -6
Cc1ccc(S(=O)(=O)NNC(=O)Nc2cccc(F)c2)c(C)c1 | -3 | 2 | i | i | i | i | i | 0 | -2 | i | -7
OCC1(Cc2ccc(Cl)cc2)CCN(Cc2ccc(F)c(F)c2)CC1 | 6 | 2 | i | i | i | i | i | 1 | 0 | i | -9
O=C(c1ccc(OC2CCN(CCc3ccccc3)CC2)cc1)N1CCCC(O)C1 (stereo unspecified) | 15 | 1 | i | i | · | i | i | 1 | 6 | i | -9
C=CCOC(=O)C1=C[C@H](C2CCCCC2)C[C@H](OCc2ccc(CO)cc2)O1 | 14 | -4 | i | i | i | i | i | 3 | -2 | i | -8
Cc1ccc(S(=O)(=O)n2cnc3ccccc32)cc1[N+](=O)[O-] | -12 | 6 | i | i | i | i | i | 7 | -4 | i | -4
O=C1NCCN1C(=O)c1cccc(Cl)c1 | -3 | · | i | i | i | i | i | 0 | -3 | i | -7
Cc1cc(NC(=O)c2c(F)cccc2Cl)n(-c2nc3ccccc3[nH]2)n1 | -2 | -1 | i | i | i | i | i | -1 | -1 | i | -8
O=C(CCCOc1ccccc1)Nc1ccc(Cl)cn1 | -5 | -4 | i | i | i | i | i | -2 | 0 | i | -6
CC(=O)NCCn1c(SCC(=O)c2ccc(Cl)cc2)nc2ccccc2c1=O | -5 | 2 | i | i | i | i | i | 0 | -4 | i | -16
COc1ccc(Nc2nccc(-c3ccc([N+](=O)[O-])cc3)n2)cc1 | 0 | -3 | i | i | i | i | i | 2 | -1 | i | -5
CCOc1ccc(C(=S)N2CCCC2)cc1OC | -9 | 1 | i | i | i | i | i | 1 | -2 | i | -11
Cn1nc(-c2ccccc2)c(CN2CCN(c3ncccn3)CC2)c1Cl | 7 | 3 | i | i | i | i | i | -3 | 1 | i | -5
COc1ccc(OC)c(-c2csc(NC(=O)C3CSC4(C)CCC(=O)N34)n2)c1 (stereo unspecified) | -4 | -3 | i | i | i | i | i | 0 | -2 | i | -8
CCc1noc(C)c1C(=O)Nc1cc(Cl)ccc1-n1cncn1 | -4 | 0 | i | i | i | i | i | -1 | 22 | i | -14
O=C1CCCc2c1[nH]c1ccc(Br)cc21 | 5 | -2 | i | i | i | i | i | 0 | 11 | i | -10
CCOc1ccc(C(=O)N2CCN(C(=O)c3ccco3)CC2)cc1OCC | 4 | 2 | i | i | i | i | i | -5 | 4 | i | -1
Cc1csc(NC(=O)CCNC(=O)c2ccc([N+](=O)[O-])cc2)n1 | 4 | 1 | i | i | i | i | i | -2 | -1 | i | -9
COCCOCC(O)CN1CCN(c2ccccc2)CC1 (stereo unspecified) | 8 | 0 | i | i | i | i | i | 0 | -3 | i | -4
COC(=O)c1ccccc1NC(=O)Cn1cnc([N+](=O)[O-])c1 | 2 | 4 | i | i | · | i | i | -1 | -3 | i | -10
S=C(NCCc1ccccc1)Nc1ccc(Br)cc1 | 4 | 1 | i | i | i | i | i | -2 | 1 | i | -7
COc1ccc(C(=O)NNC(=O)Nc2ccc(C)cc2)cc1 | 0 | 1 | i | i | i | i | i | -3 | 5 | i | -7
CC(=O)Nc1ccc(C(=O)Nc2nc(-c3cccnc3)cs2)cc1 | 5 | 2 | i | i | i | i | i | -2 | · | i | -11

4 compounds drawn at random from the list so far, as already listed:
canonical_smiles | HDAC3 inhib | GSK3beta inhib | KCNK3 block | KCNQ1 inh | PolyA inhibitor | RGS4 act | KCNK9 inh | GSK3A inh | Dyrk1A ADPGlo | KCNQ1 act | hERG rescue
COc1ccc(Nc2nccc(-c3ccc([N+](=O)[O-])cc3)n2)cc1 | 0 | -3 | i | i | i | i | i | 2 | -1 | i | -5
O=C(CCCOc1ccccc1)Nc1ccc(Cl)cn1 | -5 | -4 | i | i | i | i | i | -2 | 0 | i | -6
COc1ccc(OC)c(-c2csc(NC(=O)C3CSC4(C)CCC(=O)N34)n2)c1 (stereo unspecified) | -4 | -3 | i | i | i | i | i | 0 | -2 | i | -8
Cn1nc(-c2ccccc2)c(CN2CCN(c3ncccn3)CC2)c1Cl | 7 | 3 | i | i | i | i | i | -3 | 1 | i | -5

Screening results deposited in PubChem BioAssay by several laboratories.
